bCat nuc transl = modulators of beta-catenin nuclear translocation, primary screen, imaging, HeLa cells, immunofluorescence, high-content | 0.3% of 190,000 active | AID 1665, 2009 | nuclear translocation activity, % at 5 µM;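 active = nuclear translocation activity above 50% at 5 µM, with a well cell count of 50 or more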;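 also: per-cell ratio of nuclear to cytoplasmic median beta-catenin stain intensity; plate controls were DMSO negative control for no effect and GSK-3 inhibitor IX positive control for full effect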
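System: HeLa cells, endogenous beta-catenin; compound dosing: 5 µM primary single dose, 0.1% DMSO, 0.02–20 µM confirmation series; incubation: 24 h compound exposure at 37°C, 5% CO2; signal: beta-catenin immunofluorescence imaging with DAPI; evaluation: % activation, nuclear-to-cytoplasmic median beta-catenin signal ratio per cell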
Yfh1-off respiration = enhancers of respiration in Yfh1-depleted yeast, dose response, Friedreich's ataxia, plus single-dose screen (AID 1465) | one-dose fold induction at 50 µM; EC50 in µM for titrated hits | 0.074% of 220,000 active | S. cerevisiae Yfh1-off respiration, WST-1 reduction, 72 h; higher fold induction means a stronger effect;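 active = fold induction of absorbance versus untreated yeast above a set limit, then at least 30% activation at any dose in follow-up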;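 also: activators that raise dye reduction in frataxin-depleted yeast; strong numbers were not always called active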
MT stabilize HCS = microtubule stabilizers in HeLa cells, primary screen, imaging, high-content imaging. HeLa tubulin immunostaining HCS, 24 h; share of cells brighter than vehicle mean+2SD. % tubulin-high responders, % at 10 µM. AID 2205, 2009. 0.83% of 200,000 active;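 active = plate Z-score above 3 for both tubulin-high and condensed-nucleus cell shares, with cell loss under 80%, at 10 µM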;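 also: anti alpha tubulin signal scored within the nucleus-defined area of each cell; some results filed as inactive read as strong as hits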
NOD2 inhibition = NOD2 signaling inhibitors, cell-based, luminescence, uHTS, HEK293 (AID 1566); 0.63% of 290,000 active; HEK293 NOD2/NF-kB luciferase reporter, luminescence; higher % means a stronger effect; inhibition, % at 4 µM; hits with a dose series show EC50 in µM; in the data active = inhibition above about 50%; also: many of its hits are not listed in these tables
Lipid droplet = inhibitors of hepatocyte lipid droplet formation, primary screen, imaging, high-throughput imaging, BODIPY stain | AML12 mouse hepatocytes, oleate lipid droplets | 0.4% of 240,000 active | AID 1656, 2009 | inhibition, % at 6.5 µM;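 active = lipid droplet intensity inhibited by at least 50%, with more than 500 cells counted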
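Technique: fluorescence imaging, 20x objective, two fields per well / Assay system: AML12 hepatocytes (mouse) / Measure: % inhibition of lipid droplet signal / Doses: 6.5 µM single-point dosing / Incubation: overnight exposure / Reagent: 100 µM oleic acid challenge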
Insulin prom up = insulin promoter activators in MIN6 cells, imaging, high-content screening, mouse beta cells; z-score at 5 µM; AID 1625, 2009; MIN6 insulin promoter-GFP reporter; stronger effect = higher value; 0.3% of 190,000 active;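 active = z-score above 3 at 5 µM with at least 500 cells counted in the well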
Autophagy HCS = autophagy modulators in MEF cells, primary screen, imaging, high-content, MEF GFP-LC3. MEF GFP-LC3 puncta imaging; test concentration mostly 10 µM. AID 463193, 2010. calls only at 10 µM (by protocol). 0.98% of 190,000 active;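 active = percentage of spot-positive cells more than 3 SD above its plate mean, without a fluorescence outlier flag or 80% toxicity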;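 also: spot-positive cell cutoff set from DMSO-treated cells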
Dynein transport = inhibitors of GR-EGFP nuclear translocation, primary screen, dynein cargo transport inhibitor project, imaging, high-content, 3617.4 mouse cells. test concentration mostly 20 µM; stimulated with dexamethasone, 1 µM; stronger effect = lower value. z-score, hits read low. 0.47% of 220,000 active;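 active = plate z-score of nuclear minus cytoplasmic receptor signal below a set negative limit, without overly bright fluorescence or cell loss, cut at about -3.5 in these data, passing the limit was not always enough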;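 also: z-score of nuclear minus cytoplasmic ring GR-EGFP intensity difference per well; some compounds called inactive have numbers as strong as hits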
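medium = tetracycline-free induction medium containing charcoal-stripped FBS | also added = 1.0 µM final dexamethasone stimulus | schedule = 48 h induction, 1 h compound, 30 min dex at 37 °C | technique = fixed, Hoechst-stained cells imaged at 10x for EGFP | measure = GR-EGFP nuclear translocation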
WT yeast gro inh = growth inhibition of WT strain, primary screen, mitochondrial fusion inhibitor project, WT and mutant strains, chemical genetic | AID 1362, 2008 | mitochondrial fusion phenotypic screen | 2.1% of 190,000 active | inhibition, % at 10 µM; in the data active = inhibition above about 58%; tested in S. cerevisiae
WT yeast gro inh mutant strain = also measured in WT yeast gro inh; calls as there; inhibition, %; mitochondrial fusion phenotypic screen, mutant strain inhibition
Dynein transport cytoplasmic EGFP = further read-out of Dynein transport, marked with its call; z-score; measured here: cytoplasmic GR-EGFP intensity; stronger effect = higher value
Dynein transport nuclear GR-EGFP = recorded beside Dynein transport, whose call it bears; z-score; measured here: nuclear GR-EGFP intensity;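 lower value marks the stronger effect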
Dynein transport cell count = second read-out of Dynein transport, no call of its own (marks repeat the call); z-score; measured here: cell count per field
Insulin prom up cell count = further read-out of Insulin prom up, marked with its call; cell count; measured here: cytotoxicity, nuclei count;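 total cells summed across four imaged fields per well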
Lipid droplet cells 6.5 µM = recorded beside Lipid droplet, whose call it bears; cell count; measured here: cell count, cytotoxicity flag;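 cells counted across two imaged fields per well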
bCat nuc transl cell count 5 µM = further read-out of bCat nuc transl, marked with its call; cell count; measured here: cell count, cytotoxicity flag
MT stabilize HCS Hoechst-high % = further read-out of MT stabilize HCS, marked with its call; % Hoechst-high responders; measured here: nuclear condensation Hoechst responders;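 share of cells brighter than vehicle mean plus two SD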
MT stabilize HCS cytotoxicity % = also measured in MT stabilize HCS; calls as there; toxicity, %; measured here: cytotoxicity by cell density;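 0% = mean cell density of plate MIN control wells and 100% = no cells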
Autophagy HCS cell loss 18 h = further read-out of Autophagy HCS, marked with its call; toxicity, %; measured here: cell loss, nuclei count;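 cell loss after 18 h compound exposure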
The depositor's hits bear a star. A portion of the library, so the mix of outcomes need not match the whole.

How did CCc1ccc(NC(=S)NCC2CCCN2CC)cc1 (stereo not drawn) do in these assays?
bCat nuc transl: -1.5; Yfh1-off respiration: inactive; MT stabilize HCS: 1.9; NOD2 inhibition: 10%; Lipid droplet: -4; Autophagy HCS: inactive; Dynein transport: -0.98; WT yeast gro inh: -6; WT yeast gro inh mutant strain: 5; Dynein transport cytoplasmic EGFP: -0.19; Dynein transport nuclear GR-EGFP: -0.66; Dynein transport cell count: 1.1; Lipid droplet cells 6.5 µM: 741; bCat nuc transl cell count 5 µM: 1079; MT stabilize HCS Hoechst-high %: 2.1; MT stabilize HCS cytotoxicity %: 8.3; Autophagy HCS cell loss 18 h: 2

Results for O=C(c1ccco1)N1CCN(Cc2cn[nH]c2-c2ccc(F)cc2F)CC1 ?
bCat nuc transl: -1.0; Yfh1-off respiration: inactive; MT stabilize HCS: 5.7; NOD2 inhibition: 2%; Lipid droplet: 0; Insulin prom up: 0.17; Autophagy HCS: inactive; Dynein transport: -0.28; WT yeast gro inh: -1; WT yeast gro inh mutant strain: 0; Dynein transport cytoplasmic EGFP: -0.29; Dynein transport nuclear GR-EGFP: -0.27; Dynein transport cell count: 0.16; Insulin prom up cell count: 1279; Lipid droplet cells 6.5 µM: 657; bCat nuc transl cell count 5 µM: 1186; MT stabilize HCS Hoechst-high %: 3.4; MT stabilize HCS cytotoxicity %: 7.8; Autophagy HCS cell loss 18 h: -5

What do the screens show for `Cc1cc(NS(=O)(=O)c2ccc(NC(=O)CCc3ccccc3)cc2)no1`?
bCat nuc transl: -6.6; Yfh1-off respiration: inactive; MT stabilize HCS: 2.0; NOD2 inhibition: 6%; Insulin prom up: 1.1; Autophagy HCS: inactive; Dynein transport: 3; WT yeast gro inh: -15; WT yeast gro inh mutant strain: -7; Dynein transport cytoplasmic EGFP: -0.19; Dynein transport nuclear GR-EGFP: 0.86; Dynein transport cell count: -0.95; Insulin prom up cell count: 1242; bCat nuc transl cell count 5 µM: 819; MT stabilize HCS Hoechst-high %: 1.9; MT stabilize HCS cytotoxicity %: 1.5; Autophagy HCS cell loss 18 h: 7

Results for CCCOC(=O)c1sc2nc3c(cc2c1N)C(=O)CCC3 ?
bCat nuc transl: -7.8; Yfh1-off respiration: inactive; MT stabilize HCS: 4.5; NOD2 inhibition: -10%; Lipid droplet: 2; Autophagy HCS: inactive; Dynein transport: 1.2; WT yeast gro inh: 3; WT yeast gro inh mutant strain: 9; Dynein transport cytoplasmic EGFP: -0.37; Dynein transport nuclear GR-EGFP: 0.75; Dynein transport cell count: -0.15; Lipid droplet cells 6.5 µM: 743; bCat nuc transl cell count 5 µM: 1189; MT stabilize HCS Hoechst-high %: 3.1; MT stabilize HCS cytotoxicity %: 11; Autophagy HCS cell loss 18 h: 45

Results for Cc1cc2ncn(C(=O)c3c(-c4c(Cl)cccc4Cl)noc3C)c2cc1C ?
bCat nuc transl: 2.4; Yfh1-off respiration: inactive; MT stabilize HCS: 3.4; NOD2 inhibition: 13%; Insulin prom up: 0.5; Autophagy HCS: inactive; Dynein transport: -0.06; WT yeast gro inh: 15; WT yeast gro inh mutant strain: 3; Dynein transport cytoplasmic EGFP: -0.3; Dynein transport nuclear GR-EGFP: -0.18; Dynein transport cell count: -0.092; Insulin prom up cell count: 1056; bCat nuc transl cell count 5 µM: 711; MT stabilize HCS Hoechst-high %: 3.5; MT stabilize HCS cytotoxicity %: 19; Autophagy HCS cell loss 18 h: 51

Results for Cc1cccc(NC(c2ccc(O)cc2)c2ccc3ccc(C)nc3c2O)n1 (stereo not drawn) ?
Yfh1-off respiration: inactive; MT stabilize HCS: 1.6; NOD2 inhibition: 14%; Lipid droplet: 3; Insulin prom up: 0.09; Autophagy HCS: inactive; Dynein transport: -0.39; WT yeast gro inh: 0; WT yeast gro inh mutant strain: 4; Dynein transport cytoplasmic EGFP: -0.26; Dynein transport nuclear GR-EGFP: -0.11; Dynein transport cell count: 0.49; Insulin prom up cell count: 988; Lipid droplet cells 6.5 µM: 743; MT stabilize HCS Hoechst-high %: 1.8; MT stabilize HCS cytotoxicity %: 9.5; Autophagy HCS cell loss 18 h: 0

What do the screens show for `C=CCNC(=O)c1scc2c1CCCC2`?
Yfh1-off respiration: inactive; MT stabilize HCS: 3.7; NOD2 inhibition: -10%; Lipid droplet: -1; Insulin prom up: 0.14; Autophagy HCS: inactive; Dynein transport: -0.11; WT yeast gro inh: 15; WT yeast gro inh mutant strain: -1; Dynein transport cytoplasmic EGFP: -0.2; Dynein transport nuclear GR-EGFP: 0.33; Dynein transport cell count: 0.37; Insulin prom up cell count: 1224; Lipid droplet cells 6.5 µM: 757; MT stabilize HCS Hoechst-high %: 3.2; MT stabilize HCS cytotoxicity %: 11; Autophagy HCS cell loss 18 h: 7

How did CCCC1N2CC3([N+](=O)[O-])CN1CC([N+](=O)[O-])(C2)C3(C)C (stereo not drawn) do in these assays?
bCat nuc transl: -2.2; Yfh1-off respiration: inactive; MT stabilize HCS: 3.9; NOD2 inhibition: 15%; Lipid droplet: 1; Insulin prom up: -0.37; Autophagy HCS: inactive; Dynein transport: 0.31; WT yeast gro inh: 2; WT yeast gro inh mutant strain: 12; Dynein transport cytoplasmic EGFP: 0.28; Dynein transport nuclear GR-EGFP: 0.43; Dynein transport cell count: 0.27; Insulin prom up cell count: 1658; Lipid droplet cells 6.5 µM: 721; bCat nuc transl cell count 5 µM: 1302; MT stabilize HCS Hoechst-high %: 2.6; MT stabilize HCS cytotoxicity %: 6.9; Autophagy HCS cell loss 18 h: 10

Results for COc1ccc(C2C(C(=O)Nc3cccnc3)=C(C)Nc3nc(-c4cccs4)nn32)cc1OC (stereo not drawn) ?
bCat nuc transl: 4.1; Yfh1-off respiration: inactive; MT stabilize HCS: 8.4; NOD2 inhibition: 6%; Lipid droplet: -8; Insulin prom up: 1.2; Dynein transport: -0.052; WT yeast gro inh: 5; WT yeast gro inh mutant strain: -4; Dynein transport cytoplasmic EGFP: -0.19; Dynein transport nuclear GR-EGFP: 0.093; Dynein transport cell count: -0.19; Insulin prom up cell count: 1665; Lipid droplet cells 6.5 µM: 601; bCat nuc transl cell count 5 µM: 1105; MT stabilize HCS Hoechst-high %: 1.8; MT stabilize HCS cytotoxicity %: 5.8

How did COc1cc2c(cc1OC)CN(C(=O)c1cccc(S(=O)(=O)N(C)C)c1)CC2 do in these assays?
bCat nuc transl: 1.3; Yfh1-off respiration: inactive; NOD2 inhibition: 11%; Lipid droplet: 11; Insulin prom up: -0.28; Dynein transport: 0.056; Dynein transport cytoplasmic EGFP: -0.28; Dynein transport nuclear GR-EGFP: -0.013; Dynein transport cell count: 0.66; Insulin prom up cell count: 1082; Lipid droplet cells 6.5 µM: 761; bCat nuc transl cell count 5 µM: 1316

What do the screens show for `Cn1nnc2c[n+](CC(=O)c3ccc(Cl)cc3)cc(Br)c21`?
bCat nuc transl: 4.7; Yfh1-off respiration: inactive; NOD2 inhibition: -59%; Lipid droplet: -2; Insulin prom up: 0.03; Dynein transport: -2.9; Dynein transport cytoplasmic EGFP: 0.021; Dynein transport nuclear GR-EGFP: -0.8; Dynein transport cell count: 0.62; Insulin prom up cell count: 768; Lipid droplet cells 6.5 µM: 739; bCat nuc transl cell count 5 µM: 1131

Results for COC(=O)CN1C(=O)CC(C)(C)Sc2ccccc21 ?
bCat nuc transl: -2.0; MT stabilize HCS: 6.0; NOD2 inhibition: 0%; Lipid droplet: -9; Insulin prom up: -0.78; Autophagy HCS: inactive; Dynein transport: -0.38; WT yeast gro inh: 18; WT yeast gro inh mutant strain: 12; Dynein transport cytoplasmic EGFP: -0.26; Dynein transport nuclear GR-EGFP: 0.44; Dynein transport cell count: 0.82; Insulin prom up cell count: 1328; Lipid droplet cells 6.5 µM: 726; bCat nuc transl cell count 5 µM: 605; MT stabilize HCS Hoechst-high %: 1.9; MT stabilize HCS cytotoxicity %: 7.6; Autophagy HCS cell loss 18 h: 2

Retrieved by compound from the entries so far:
Results for COC(=O)CN1C(=O)CC(C)(C)Sc2ccccc21 ?
bCat nuc transl: -2.0; MT stabilize HCS: 6.0; NOD2 inhibition: 0%; Lipid droplet: -9; Insulin prom up: -0.78; Autophagy HCS: inactive; Dynein transport: -0.38; WT yeast gro inh: 18; WT yeast gro inh mutant strain: 12; Dynein transport cytoplasmic EGFP: -0.26; Dynein transport nuclear GR-EGFP: 0.44; Dynein transport cell count: 0.82; Insulin prom up cell count: 1328; Lipid droplet cells 6.5 µM: 726; bCat nuc transl cell count 5 µM: 605; MT stabilize HCS Hoechst-high %: 1.9; MT stabilize HCS cytotoxicity %: 7.6; Autophagy HCS cell loss 18 h: 2

Results for CCCOC(=O)c1sc2nc3c(cc2c1N)C(=O)CCC3 ?
bCat nuc transl: -7.8; Yfh1-off respiration: inactive; MT stabilize HCS: 4.5; NOD2 inhibition: -10%; Lipid droplet: 2; Autophagy HCS: inactive; Dynein transport: 1.2; WT yeast gro inh: 3; WT yeast gro inh mutant strain: 9; Dynein transport cytoplasmic EGFP: -0.37; Dynein transport nuclear GR-EGFP: 0.75; Dynein transport cell count: -0.15; Lipid droplet cells 6.5 µM: 743; bCat nuc transl cell count 5 µM: 1189; MT stabilize HCS Hoechst-high %: 3.1; MT stabilize HCS cytotoxicity %: 11; Autophagy HCS cell loss 18 h: 45
